Screening results from PubChem.
Rac1 wt GTP bind: modulators of human Rac1 wildtype GTP binding | P63000 | GST-Rac1 beads, fluorescent GTP binding, flow cytometry; actives lie on both sides; 0 = cold GTP competed, 100 = untreated | GTP binding activity (% of control), % at 10 µM | 0.27% of 190,000 active;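 active = GTP binding activity at least 20 points away from the 100% control level, either lower or higher; inconclusive = compound flagged as likely green fluorescent, judged across all proteins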
Rab7 wt modul: alters GTP binding to wildtype dog Rab7. GST-Rab7 beads, fluorescent GTP binding, flow cytometry; actives lie on both sides; untreated = 100%, excess cold GTP = 0%. GTP binding activity (percent of control), % at 10 µM. 0.055% of 190,000 active. AID 758;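 active = fluorescent GTP binding to Rab7 beads changed by at least 20 points from the 100% baseline, either direction, mostly lower; inconclusive = compound itself probably fluorescent, or too few beads counted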;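 note: median green fluorescence of bound Bodipy-FL-GTP per Rab7 bead population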
Mcl1 Bid PPI: disrupts binding of human Mcl-1 to Bid peptide; Q07820; TR-FRET Mcl-1/Bid-Dy647 peptide binding, 1536-well; inhibition, % at 21.7 µM; 0.97% of 220,000 active; AID 1021;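 active = compounds that cut the binding signal by more than half at the single screening dose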;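 note: His-tagged Mcl-1 with europium anti-His antibody binding Bid BH3 peptide; 0% = Mcl-1 plus peptide wells and 100% = peptide-only wells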
Target sequence (Q07820 whole entry, looked up): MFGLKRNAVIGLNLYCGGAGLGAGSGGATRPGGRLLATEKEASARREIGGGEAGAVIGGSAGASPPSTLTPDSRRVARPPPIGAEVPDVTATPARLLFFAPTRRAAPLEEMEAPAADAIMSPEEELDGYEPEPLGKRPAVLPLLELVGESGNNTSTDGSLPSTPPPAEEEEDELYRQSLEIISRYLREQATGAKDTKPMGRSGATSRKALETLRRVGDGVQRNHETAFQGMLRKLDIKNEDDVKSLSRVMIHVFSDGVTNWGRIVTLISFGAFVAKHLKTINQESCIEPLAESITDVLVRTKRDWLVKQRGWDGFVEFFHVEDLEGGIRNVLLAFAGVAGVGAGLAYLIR
Rac1 act GTP bind: alters GTP binding to activated mutant human Rac1; P63000; GST-Rac1 activated beads, fluorescent GTP binding, flow cytometry; actives lie on both sides; 100% means binding = to untreated wells; percent activity (GTP binding), % at 10 µM; 0.11% of 190,000 active; AID 764;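 active = GTP binding at least 20 percentage points away from the 100% baseline, in either direction, so actives lie on both sides; inconclusive = Compound likely fluorescent itself, or too few beads counted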
Rab2A wt mod: changes GTP binding to wildtype dog Rab2A, up or down. P61105. AID 760. GTP binding activity, % at 10 µM. 0.19% of 190,000 active. GST-Rab2 wt beads, Bodipy-GTP binding, flow cytometry;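 active = GTP binding activity at least 20 points away from 100%, either lowered or raised; inconclusive = signal likely due to the compound's own green fluorescence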;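 note: 0% = beads with excess unlabeled GTP and 100% = no-compound control corrected for plate trend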
Mcl1 Noxa PPI: Mcl-1/Noxa interaction inhibition; Q07820; TR-FRET Mcl-1/Noxa peptide binding, 2 h; inhibition, % at 21.7 µM; 1.5% of 220,000 active; AID 1022;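 active = compounds that cut the protein-peptide binding signal by more than 50% relative to plate controls in a single-dose test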;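 note: His-tagged Mcl-1 with rhodamine Noxa BH3 peptide and terbium anti-His antibody; 0% = Mcl-1 plus Noxa peptide wells and 100% = peptide-only wells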
RGS8-Gao reg: modulates binding of RGS8 to human Galphao | P09471 | response (percent of control binding), % at 10 µM | multiplexed bead flow cytometry; actives lie on both sides | AID 1423 | 0.34% of 220,000 active; in the data active = response below about 60% or above about 140%; inactive = in between;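 note: Galphao activated as the GDP aluminium fluoride complex binding bead-coupled RGS8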
Target sequence (P09471 whole entry, looked up): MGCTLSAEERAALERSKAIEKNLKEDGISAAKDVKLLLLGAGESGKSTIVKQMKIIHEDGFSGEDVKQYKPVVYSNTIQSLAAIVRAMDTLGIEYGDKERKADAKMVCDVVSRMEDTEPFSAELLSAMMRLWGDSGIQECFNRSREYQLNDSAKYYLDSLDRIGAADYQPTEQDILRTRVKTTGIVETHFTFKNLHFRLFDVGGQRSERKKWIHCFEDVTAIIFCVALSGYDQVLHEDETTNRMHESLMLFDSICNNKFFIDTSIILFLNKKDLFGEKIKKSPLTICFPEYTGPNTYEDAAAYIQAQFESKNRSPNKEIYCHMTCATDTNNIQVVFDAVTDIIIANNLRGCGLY
Mcl-1 Bim block: disrupts Bim peptide binding to human Mcl-1; inhibition, % at 10 µM; Q07820; Bead-based flow cytometry, Bim peptide-Mcl-1 binding; 0.1% of 190,000 active; AID 1009; in the data active = inhibition above about 40%;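 note: 0% = no compound tracer wells and 100% = peptide blocker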
Cdc42 wt: human Cdc42 wildtype GTP binding change, either direction; GST-Cdc42 beads, Bodipy-GTP binding, flow cytometry; actives lie on both sides; P60953; AID 761; 0.2% of 190,000 active; percent activity (GTP binding), % at 10 µM;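 active = percent activity GTP binding at least 20 points away from the 100% baseline, either down as inhibitor or up as activator; inconclusive = compound flagged as likely green fluorescent from well-wide comparison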;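 note: median bead fluorescence of bound Bodipy-FL-GTP at 100 nM; 0% = excess unlabeled GTP control and 100% = no compound control; below 100% means less GTP binding so inhibitor and above means activator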
Target sequence (P60953 whole entry, looked up): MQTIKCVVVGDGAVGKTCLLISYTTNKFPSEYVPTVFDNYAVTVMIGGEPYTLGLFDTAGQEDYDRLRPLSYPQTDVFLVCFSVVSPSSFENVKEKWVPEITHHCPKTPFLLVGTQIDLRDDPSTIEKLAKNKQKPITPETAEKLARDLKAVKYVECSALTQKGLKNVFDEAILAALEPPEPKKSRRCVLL
Pf gamet viab: inhibitors of late stage P. falciparum gametocyte viability | P. falciparum stage V gametocytes, ATP luminescence, 24 h | inhibition, % at 10.9 µM | 0.065% of 150,000 active;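 active = inhibition above the mean plus 3 SD of compounds within the control limits, set per campaign, cut at about 38% in these data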;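 note: 0% = DMSO wells and 100% = medium only without gametocytes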
HRas wt GTP bind: modulators of GTP binding to human HRas wildtype; GST-Ras wt beads, Bodipy-FL-GTP binding, flow cytometry; actives lie on both sides; AID 759; GTP binding activity, % at 10 µM; P01112; 0.14% of 190,000 active;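 active = GTP binding activity at least 20% away from the 100% baseline, either lowered as inhibitor or raised as activator; inconclusive = flagged as likely green fluorescent, judged across all proteins in the well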;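 note: 0% = unlabeled GTP competition control and 100% = no-compound control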
Target sequence (P01112 whole entry, looked up): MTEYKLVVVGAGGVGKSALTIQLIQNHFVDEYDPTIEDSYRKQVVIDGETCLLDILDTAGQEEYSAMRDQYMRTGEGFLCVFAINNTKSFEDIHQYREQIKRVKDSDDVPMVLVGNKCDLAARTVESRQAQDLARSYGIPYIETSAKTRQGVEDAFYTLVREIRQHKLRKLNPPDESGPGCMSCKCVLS
* marks the source's active call; other numbers are inactive results. This is a random part of the collection; any-hit rate near 2.9%.

How did CCCOCn1cc(F)c(=O)[nH]c1=O do in these assays?
Rac1 wt GTP bind: 104; Rab7 wt modul: 103; Mcl1 Bid PPI: -4; Rac1 act GTP bind: 99; Rab2A wt mod: 102; Mcl1 Noxa PPI: 9; RGS8-Gao reg: 102; Mcl-1 Bim block: -6; Cdc42 wt: 103; Pf gamet viab: 16; HRas wt GTP bind: 103

Results for CCOc1ccc(/C(O)=C2/C(=O)C(=O)N(CCOCCO)C2c2ccccn2)cc1 (stereo unspecified) ?
Rac1 wt GTP bind: 108; Rab7 wt modul: 101; Mcl1 Bid PPI: -21; Rac1 act GTP bind: 101; Rab2A wt mod: 102; Mcl1 Noxa PPI: 11; RGS8-Gao reg: 99; Mcl-1 Bim block: -4; Cdc42 wt: 103; Pf gamet viab: -11; HRas wt GTP bind: 102

What do the screens show for `CS(=O)(=O)N(CC(=O)NCCSCc1ccccc1)c1ccccc1`?
Rac1 wt GTP bind: 96; Rab7 wt modul: 102; Mcl1 Bid PPI: -14; Rac1 act GTP bind: 94; Rab2A wt mod: 99; Mcl1 Noxa PPI: -10; RGS8-Gao reg: 104; Mcl-1 Bim block: -3; Cdc42 wt: 94; HRas wt GTP bind: 98

How did COc1ccc(C2=NOC(C(=O)NCCCN3CCOCC3)C2)cc1 (stereo unspecified) do in these assays?
Rac1 wt GTP bind: 97; Rab7 wt modul: 96; Mcl1 Bid PPI: -16; Rac1 act GTP bind: 94; Rab2A wt mod: 96; Mcl1 Noxa PPI: 17; RGS8-Gao reg: 105; Mcl-1 Bim block: -3; Cdc42 wt: 98; HRas wt GTP bind: 99

How did NCCCC[C@@H](C(=O)N1CCNCC1)n1cc(CCC(=O)O)nn1 do in these assays?
Rac1 wt GTP bind: 98; Rab7 wt modul: 98; Mcl1 Bid PPI: 6; Rac1 act GTP bind: 98; Rab2A wt mod: 98; Mcl1 Noxa PPI: 13; RGS8-Gao reg: 103; Mcl-1 Bim block: 0; Cdc42 wt: 95; HRas wt GTP bind: 98

Results for CCOc1ccc(-c2nnn(CC(=O)NCc3ccco3)n2)cc1OCC ?
Rac1 wt GTP bind: 103; Rab7 wt modul: 92; Mcl1 Bid PPI: -9; Rac1 act GTP bind: 99; Rab2A wt mod: 97; Mcl1 Noxa PPI: 13; RGS8-Gao reg: 102; Mcl-1 Bim block: -3; Cdc42 wt: 101; HRas wt GTP bind: 100

How did COC(=O)c1nc(NC(C)=O)n[nH]1 do in these assays?
Rac1 wt GTP bind: 101; Rab7 wt modul: 97; Mcl1 Bid PPI: -4; Rac1 act GTP bind: 100; Rab2A wt mod: 100; Mcl1 Noxa PPI: 1; RGS8-Gao reg: 100; Mcl-1 Bim block: -3; Cdc42 wt: 104; HRas wt GTP bind: 101

What do the screens show for `COc1ccc(OC)c(NC(=O)CN2C(=O)C3(OCCCO3)c3ccccc32)c1`?
Rac1 wt GTP bind: 98; Rab7 wt modul: 101; Mcl1 Bid PPI: -13; Rac1 act GTP bind: 95; Rab2A wt mod: 98; Mcl1 Noxa PPI: 20; RGS8-Gao reg: 101; Mcl-1 Bim block: -2; Cdc42 wt: 100; HRas wt GTP bind: 100

How did CC(=O)Nc1ccccc1C(=O)N1CCN(c2cccc(C)c2C)CC1 do in these assays?
Rac1 wt GTP bind: 103; Rab7 wt modul: 100; Mcl1 Bid PPI: -17; Rac1 act GTP bind: 98; Rab2A wt mod: 101; Mcl1 Noxa PPI: 5; RGS8-Gao reg: 99; Mcl-1 Bim block: 0; Cdc42 wt: 98; Pf gamet viab: 1; HRas wt GTP bind: 99

How did NC(=O)c1c(NC(=O)C2CCCO2)sc2c1CCCC2 (stereo unspecified) do in these assays?
Rac1 wt GTP bind: 97; Rab7 wt modul: 95; Mcl1 Bid PPI: -12; Rac1 act GTP bind: 98; Rab2A wt mod: 100; Mcl1 Noxa PPI: 5; RGS8-Gao reg: 83; Mcl-1 Bim block: 34; Cdc42 wt: 101; Pf gamet viab: 14; HRas wt GTP bind: 100

How did C=CCn1c(Cn2nnc3ccccc32)nnc1SCC(=O)N/N=C/c1cc(Br)cc(OC)c1O do in these assays?
Rac1 wt GTP bind: inconclusive; Rab7 wt modul: inconclusive; Mcl1 Bid PPI: -7; Rac1 act GTP bind: inconclusive; Rab2A wt mod: inconclusive; Mcl1 Noxa PPI: 16; RGS8-Gao reg: 5.2*; Mcl-1 Bim block: -2; Cdc42 wt: inconclusive; HRas wt GTP bind: inconclusive

Results for O=c1[nH]c(SCC2CCCCO2)nc2ccccc12 (stereo unspecified) ?
Rac1 wt GTP bind: 99; Rab7 wt modul: 98; Mcl1 Bid PPI: -36; Rac1 act GTP bind: 97; Rab2A wt mod: 96; Mcl1 Noxa PPI: 6; RGS8-Gao reg: 104; Mcl-1 Bim block: 0; Cdc42 wt: 97; HRas wt GTP bind: 99

How did O=C(Nc1ccccc1)OCc1cnc(Cl)s1 do in these assays?
Rac1 wt GTP bind: 99; Rab7 wt modul: 101; Mcl1 Bid PPI: 1; Rac1 act GTP bind: 95; Rab2A wt mod: 95; Mcl1 Noxa PPI: 9; RGS8-Gao reg: 102; Mcl-1 Bim block: -1; Cdc42 wt: 99; Pf gamet viab: -4; HRas wt GTP bind: 97

How did CC1CC(C)CN(c2oc(Cc3ccccc3)nc2C#N)C1 (stereo unspecified) do in these assays?
Rac1 wt GTP bind: 101; Rab7 wt modul: 97; Mcl1 Bid PPI: -4; Rac1 act GTP bind: 100; Rab2A wt mod: 99; Mcl1 Noxa PPI: -6; RGS8-Gao reg: 93; Mcl-1 Bim block: -3; Cdc42 wt: 101; Pf gamet viab: 11; HRas wt GTP bind: 101

Results for CCCCN(CCCC)CCCNC(=O)C12CN(Cc3ccccc3)CC1C(c1cccc([N+](=O)[O-])c1)=NO2 (stereo unspecified) ?
Rac1 wt GTP bind: 95; Rab7 wt modul: 94; Mcl1 Bid PPI: 16; Rac1 act GTP bind: 95; Rab2A wt mod: 97; Mcl1 Noxa PPI: 2; RGS8-Gao reg: 103; Mcl-1 Bim block: 1; Cdc42 wt: 97; Pf gamet viab: -21; HRas wt GTP bind: 96

What do the screens show for `COc1ccc(/C=N/NC(=O)c2cc(C)on2)c2ccccc12`?
Rac1 wt GTP bind: 95; Rab7 wt modul: 101; Mcl1 Bid PPI: -51; Rac1 act GTP bind: 92; Rab2A wt mod: 100; Mcl1 Noxa PPI: 11; RGS8-Gao reg: 100; Mcl-1 Bim block: -3; Cdc42 wt: 97; Pf gamet viab: 5; HRas wt GTP bind: 99

How did COC(=O)Cn1c2ccccc2c2nc(C)sc21 do in these assays?
Rac1 wt GTP bind: 107; Rab7 wt modul: 102; Mcl1 Bid PPI: 39; Rac1 act GTP bind: 100; Rab2A wt mod: 103; Mcl1 Noxa PPI: 21; RGS8-Gao reg: 101; Mcl-1 Bim block: -2; Cdc42 wt: 103; Pf gamet viab: -12; HRas wt GTP bind: 103

How did CCC(NC(=O)NCc1cccnc1)(C(F)(F)F)C(F)(F)F do in these assays?
Rac1 wt GTP bind: 103; Rab7 wt modul: 97; Mcl1 Bid PPI: -50; Rac1 act GTP bind: 102; Rab2A wt mod: 102; Mcl1 Noxa PPI: -3; RGS8-Gao reg: 102; Mcl-1 Bim block: -5; Cdc42 wt: 101; Pf gamet viab: 14; HRas wt GTP bind: 102

What do the screens show for `O=C(NC1c2ccccc2-c2ccccc21)c1ccco1`?
Rac1 wt GTP bind: 103; Rab7 wt modul: 101; Mcl1 Bid PPI: 0; Rac1 act GTP bind: 99; Rab2A wt mod: 101; Mcl1 Noxa PPI: -9; RGS8-Gao reg: 101; Mcl-1 Bim block: 2; Cdc42 wt: 104; Pf gamet viab: 19; HRas wt GTP bind: 102

Results for CC(=O)c1c(C(C)=O)c(C)n(-c2nc(-c3ccccc3)c(C)s2)c1C ?
Rac1 wt GTP bind: 85; Rab7 wt modul: 94; Mcl1 Bid PPI: -12; Rac1 act GTP bind: 89; Rab2A wt mod: 92; RGS8-Gao reg: 101; Mcl-1 Bim block: -6; Cdc42 wt: 89; HRas wt GTP bind: 93

Results for Cn1c(=O)cc(NCCc2ccccc2)[nH]c1=O ?
Rac1 wt GTP bind: 101; Rab7 wt modul: 99; Mcl1 Bid PPI: -24; Rac1 act GTP bind: 98; Rab2A wt mod: 98; Mcl1 Noxa PPI: -2; RGS8-Gao reg: 98; Mcl-1 Bim block: -1; Cdc42 wt: 101; HRas wt GTP bind: 99

What do the screens show for `CCc1ccc(NC(=O)C2CC(=O)N(C(C)C)C2)cc1` (stereo unspecified)?
Rac1 wt GTP bind: 105; Rab7 wt modul: 105; Mcl1 Bid PPI: 9; Rac1 act GTP bind: 100; Rab2A wt mod: 105; Mcl1 Noxa PPI: -11; RGS8-Gao reg: 102; Mcl-1 Bim block: 0; Cdc42 wt: 105; Pf gamet viab: -12; HRas wt GTP bind: 105

Results for C=C(Br)Cn1c(CCCC)nc2ccccc21 ?
Rac1 wt GTP bind: 97; Rab7 wt modul: 92; Mcl1 Bid PPI: 6; Rac1 act GTP bind: 96; Rab2A wt mod: 96; Mcl1 Noxa PPI: 2; RGS8-Gao reg: 128; Mcl-1 Bim block: -10; Cdc42 wt: 96; HRas wt GTP bind: 96

What do the screens show for `COP(C)(=O)c1c(C)nn(-c2ccccc2)c1C` (stereo unspecified)?
Rac1 wt GTP bind: 106; Rab7 wt modul: 104; Mcl1 Bid PPI: -7; Rac1 act GTP bind: 99; Rab2A wt mod: 106; Mcl1 Noxa PPI: 14; RGS8-Gao reg: 99; Mcl-1 Bim block: 0; Cdc42 wt: 103; HRas wt GTP bind: 105

Results for COc1ccc(-c2[nH]ncc2/C=N/NC(=O)c2ccc(Br)cc2)c(OC)c1 ?
Rac1 wt GTP bind: 99; Rab7 wt modul: 100; Mcl1 Bid PPI: -11; Rac1 act GTP bind: 99; Rab2A wt mod: 98; Mcl1 Noxa PPI: 18; RGS8-Gao reg: 100; Mcl-1 Bim block: -6; Cdc42 wt: 100; Pf gamet viab: 11; HRas wt GTP bind: 101

How did Cc1ccc(NC(=O)NC2CCN(S(=O)(=O)c3ccc(F)cc3)CC2)cc1 do in these assays?
Rac1 wt GTP bind: 103; Rab7 wt modul: 97; Mcl1 Bid PPI: 1; Rac1 act GTP bind: 101; Rab2A wt mod: 99; Mcl1 Noxa PPI: 14; RGS8-Gao reg: 108; Mcl-1 Bim block: -3; Cdc42 wt: 100; Pf gamet viab: -12; HRas wt GTP bind: 101

How did Cc1cccc(OCC(=O)NCC(=O)N/N=C/c2ccc([N+](=O)[O-])cc2)c1 do in these assays?
Rac1 wt GTP bind: 99; Rab7 wt modul: 101; Mcl1 Bid PPI: -15; Rac1 act GTP bind: 96; Rab2A wt mod: 98; Mcl1 Noxa PPI: 18; RGS8-Gao reg: 100; Mcl-1 Bim block: -1; Cdc42 wt: 99; Pf gamet viab: 8; HRas wt GTP bind: 97
